Source: PubChem (National Center for Advancing Translational Sciences (NCATS))
PI5P4K alpha inh: inhibitors of human PI5P4K alpha; P48426; PI5P4Kalpha enzyme, ADP-Glo luminescence, 60 min; active compounds read low; max response, %; 330,000 tested, 1.2% active; AID 652105; active = max response of -50% or lower; inconclusive = between -30% and -50%; inactive = -30% or higher; note: value at the top dose of about 77 µM; % is set by controls: 0 for no effect and ±100 for the full control effect
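ADP-Glo luminescence end-point read after a 60 min room-temperature kinase reaction of PI5P4Kalpha plus substrate, initiated with ATP at 5 microM final. Buffer: 0.038 M HEPES pH 7.4, EGTA, 0.1% CHAPS, 5% DMSO.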
EPAC1 antagonist: antagonists of human EPAC1. O95398. EPAC1 GEF assay, Rap1b-BODIPY-GDP exchange fluorescence. Potency, µM (top dose mostly 115 µM), inactives show top-dose activity change, negative = inhibition, hits mostly inhibitors. 360,000 tested, 0.14% active;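 note: potency is the fitted concentration of half-maximal effect; plate controls were vehicle for no effect and positive control for full effect; nearly all actives have a fitted effect of over 50% in size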
GLP-1R inv ag: acts as inverse agonist at human GLP-1 receptor; P43220; HEK293 GLP-1R CRE-luciferase, luminescence, 24 h; GLP-1R form is constitutively active; Potency, µM (titrated, usually from 38.3 µM), without a hit: at the top dose activity change, negative = inhibition, usual class: inhibitors; 410,000 tested, 1.6% active; note: potency is the fitted concentration of half-maximal effect; % is set by controls: 0 for no effect and ±100 for the full control effect; nearly all actives have a fitted effect of over 55% in size
Target sequence (P43220 whole entry, looked up): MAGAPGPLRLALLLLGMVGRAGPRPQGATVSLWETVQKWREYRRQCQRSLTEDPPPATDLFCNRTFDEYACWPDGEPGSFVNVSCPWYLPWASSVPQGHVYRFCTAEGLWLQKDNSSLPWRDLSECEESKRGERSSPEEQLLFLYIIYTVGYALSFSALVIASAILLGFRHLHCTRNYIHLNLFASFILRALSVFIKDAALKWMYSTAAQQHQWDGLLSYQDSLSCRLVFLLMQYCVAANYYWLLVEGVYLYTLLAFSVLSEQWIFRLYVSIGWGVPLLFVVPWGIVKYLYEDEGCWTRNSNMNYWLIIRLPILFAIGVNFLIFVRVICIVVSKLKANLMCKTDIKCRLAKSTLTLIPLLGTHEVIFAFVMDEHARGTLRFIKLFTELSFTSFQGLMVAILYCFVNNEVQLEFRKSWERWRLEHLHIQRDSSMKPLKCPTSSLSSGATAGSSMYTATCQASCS
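Seeding at 200 cells/uL, 12 h culture, 24 hr compound treatment, then luciferase reagent and a luminescence read; cells are HEK293 stably expressing a constitutively active GLP-1R plus cAMP-responsive luciferase.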
HEK293 tox: cytotoxicity counter-screen for GLP-1 receptor inverse agonists; HEK293 cAMP-luciferase reporter cells, luminescence, 24 h; Potency, µM (doses to about 38.3 µM), inactives show at the top dose activity change, negative = inhibition, usual class: inhibitors; 410,000 tested, 0.13% active; AID 624418;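 note: loss of luciferase light is scored as toxicity; potency is the fitted concentration of half-maximal effect; % is set by controls: 0 for no effect and ±100 for the full control effect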
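Luminescence readout: signal drop marks cytotoxicity. Plated cells grew 12 h at 37 °C, 5% CO2, received 23 nL compound for 24 h, then got luciferase reagent, read after 12 min at RT.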
PLK1 PBD block: PLK1 (human) polo-box domain binding inhibition; Plk1 PBD binding of FITC phosphopeptide, fluorescence polarization; P53350; 360,000 tested, 2.8% active; AID 720504; Potency, µM, without a hit: max response, negative = inhibition, actives largely listed as inhibitors; note: potency is the fitted concentration of half-maximal effect; series mostly up to about 57 µM; % is set by controls: 0 for no effect and ±100 for the full control effect; nearly all actives have a fitted effect of over 65% in size
Target sequence (P53350 whole entry, looked up, the tested form may be a part): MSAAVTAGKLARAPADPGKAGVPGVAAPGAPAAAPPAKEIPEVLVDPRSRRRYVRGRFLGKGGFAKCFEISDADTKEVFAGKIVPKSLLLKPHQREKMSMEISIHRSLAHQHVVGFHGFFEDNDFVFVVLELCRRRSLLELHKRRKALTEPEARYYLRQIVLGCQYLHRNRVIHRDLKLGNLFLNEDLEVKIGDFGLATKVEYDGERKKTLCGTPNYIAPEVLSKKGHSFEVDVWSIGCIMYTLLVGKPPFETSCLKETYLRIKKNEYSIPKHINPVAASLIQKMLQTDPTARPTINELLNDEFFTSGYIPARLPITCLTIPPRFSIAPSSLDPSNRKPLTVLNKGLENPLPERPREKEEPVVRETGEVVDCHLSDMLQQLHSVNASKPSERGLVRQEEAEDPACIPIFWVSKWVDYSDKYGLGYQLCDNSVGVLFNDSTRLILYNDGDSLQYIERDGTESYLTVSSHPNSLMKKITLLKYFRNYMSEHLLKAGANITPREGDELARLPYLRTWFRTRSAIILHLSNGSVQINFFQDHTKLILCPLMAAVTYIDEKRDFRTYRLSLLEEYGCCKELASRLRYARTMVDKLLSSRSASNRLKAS
GLP1R ag: GLP-1 receptor (human) agonism. P43220. HEK293 GLP-1R CRE-luciferase, luminescence, 4-6 h; cells express a hypersensitive GLP-1R form. Potency, µM (titrated, usually from 45.6 µM), without a hit: top-dose activation, usual class: activators. 380,000 tested, 0.007% active. AID 624172; note: potency is the fitted concentration of half-maximal effect; % of control where 0% means no effect
PTHR1 ag: agonists of human PTHR1 parathyroid hormone receptor | Potency, µM (highest dose often 115 µM), for the others: top-dose activation, hits mostly activators | AID 743266 | HEK293 GP2 PTHR1 cells, GloSensor cAMP luminescence, 1 h | Q03431 | 410,000 tested, 0.075% active; note: potency is the fitted concentration of half-maximal effect; nearly all actives have a fitted effect of over 55% in size; some results filed as inactive show a strong effect at the top dose; inactives centre near -15; many of its hits are not listed in these tables
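HEK-293-derived GP2 cells expressing PTHR1 and a GloSensor cAMP reporter, 3,000/well, plated overnight, given luciferin plus IBMX (each 0.5 mM as added) for 1 h at 37 °C, then compound for 1 h at 37 °C. Luminescence was read after 15 min at room temperature.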
IL2 activator: activators of IL-2 | activation, % (series mostly up to about 46 µM) | AID 652025 | 360,000 tested, 0.065% active | IL-2 activation reporter assay, cell-based qHTS; stimulated with anti-CD3/CD4/CD28 beads; in transgenic mouse T cells; in the data active = activation above about 50%; inconclusive = mostly about 30% to 49%; note: 0% is about no effect
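Using fluorescent plate cytometry, EGFP and DsRed are detected in transgenic mouse T cells stimulated 18 h at 37 degrees C with antibody-coated beads after 60 min compound pretreatment.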
EPAC1 ag: activates human EPAC1 exchange factor | O95398 | EPAC1 agonist qHTS, biochemical assay; response scale: 100% = response to 6.5 mM cAMP | Potency, µM (top dose mostly 154 µM), inactives show at the highest dose activation, most hits filed as activators | 360,000 tested, 0.073% active; note: potency is the fitted concentration of half-maximal effect; nearly all actives have a fitted effect of over 60% in size
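Read-out is the fluorescence drop as BODIPY-GDP leaves Rap1B (480 nm excitation, 540 nm emission), recorded every 5 minutes over 30 minutes. Reactions held 100 nM EPAC1, 250 nM Rap1B–BODIPY-GDP and 50 uM GDP, with 6.5 mM cAMP setting full activation.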
Starred values were filed as active, the others as inactive; i = inactive; ? = inconclusive; · = not tested or not shown; [ ] = remark or other dose. Unless noted, calls come from the whole dose curve; as a rule, active = well fitted curve in the direction sought with a large enough effect; inconclusive = small, poorly fitted or top-dose-only effect, or another doubt; inactive = no such curve, though single readings can be large; an effect the other way counts as inactive or inconclusive. These rows are one share of the data; rates above refer to the full screens.

canonical_smiles	EPAC1 antagonist	PLK1 PBD block	GLP1R ag	EPAC1 ag	IL2 activator	PI5P4K alpha inh	HEK293 tox	PTHR1 ag	GLP-1R inv ag
COc1ccc(N2CCC(CNC(=S)Nc3c(C)cc(C)cc3C)C2)cc1 (configuration not stated)	12.2%	11.9µM*	26.2%	17.4%	-0.7	4.0	17.9%	-38.0%[inhibitor]	?
CCOC(=O)c1cc2c(=Cc3ccc(N(C)C)cc3)c3ccccc3n2[n+]1C	-11.5%	13.4µM*	1.4%	18.2%	-4.4	-15.4	-20.2%	-93.5%[inhibitor]	?
O=C(NCCCNC(=O)c1ccccc1)c1ccccc1	-5.6%	0.5%	4.8%	-5.7%	-3.4	-5.0	-3.5%	-13.8%	13.6%
COC(=O)COc1ccc(/C=C2/NC(=O)N(CC(=O)OC)C2=O)cc1	-10.2%	1.8%	-0.8%	11.9%	-1.2	-4.6	-0.7%[7.66 µM]	i	21.8%[7.66 µM]
COc1ccccc1CNS(=O)(=O)c1ccc(Cl)s1	-11.3%	-3.8%	8.9%	3.9%	0.1	-7.2	1.2%	i	-24.0%
CC[C@@H](C)[C@@H]1CN([C@@H](C)CN2CCC[C@H]2CN2C(N)=NC[C@H]2CC(C)C)C(=N)N1CCc1ccc(Cl)c(Cl)c1	-9.8%	-6.3%	-4.8%	-7.1%	-0.1	-2.6	-10.5%	-12.9%	-7.4%
O=C(COc1ccc(Cl)cc1)NNC(=O)C(=O)NC1CCCCC1	-16.6%	-2.5%	-14.8%	7.4%	2.5	-4.2	-8.9%	-11.7%	2.5%
CCOc1ccc(C2CC(=O)Nc3cc4c(cc32)OCO4)cc1OC (configuration not stated)	·	·	11.3%	·	·	·	?	-44.3%[inhibitor]	10.5%
CC(=O)Nc1ccc(S(=O)(=O)N(C)Cc2cnn(C)c2)cc1	3.8%	-8.7%	-16.1%	-4.4%	0.0	1.0	-0.3%	-0.6%	21.4%
C=C(C)CCC(C)N1CCC(n2nccc2NC(=O)CCOc2ccccc2)CC1 (configuration not stated)	-9.4%	-18.2%	6.6%	-4.3%	-0.8	3.9	-13.9%	-17.1%	5.01µM*
CC(C(=O)O)(C1CCCCC1)C1(O)CCCCC1 (configuration not stated)	-2.9%	3.3%	2.6%	7.7%	-0.1	-0.1	-7.8%	-27.7%	2.2%
COc1ccc(Cl)cc1N1C(=O)/C(=C/c2sccc2C)N=C1SCC(=O)NC1CC1	0.6%	-14.2%	10.3%	-3.0%	-0.4	3.2	-15.5%	-80.6%[inhibitor]	?
Cc1cc(/C=N/NC(=O)c2cccnc2)c(C)n1CC(C)C	-12.3%	-13.6%	10.2%	-7.6%	1.5	0.7	-1.1%	-4.9%	8.9%
CCOC(=O)c1cc(-c2nnc(SCC(=O)Nc3ccc(F)cc3)o2)c(C)nc1C	4.8%	21.2µM*	0.3%	-3.0%	0.7	2.0	15.1%	6.0%[57.5 µM]	15.4%
COc1ccc(-c2nc3cc(C)c(Br)c(C)n3c2Cc2ccccc2C(F)(F)F)cc1OC	-7.8%	7.9%	3.8%	4.1%	-1.0	6.2	-6.8%	i	24.8%
Cc1ccnc(N(C(=O)c2cccs2)C(=O)c2cccs2)c1	-3.8%	-6.9%	-1.5%	7.1%	2.5	·	4.9%	-1.9%	0.0%
O=C(c1cc(-c2ccccn2)nc2c(Cl)cccc12)N1CCN(S(=O)(=O)c2ccccc2)CC1	14.4%	0.1%	20.3%	7.1%	0.3	19.4	2.3%	i	38.6%[activator]
COc1ccccc1OCC(=O)NCCS(=O)(=O)N1CCN(c2ccccc2)CC1	3.7%	-8.3%	-1.8%	-1.0%	-2.7	-10.1	6.9%	14.5%	-22.9%
CC(C)OC(=O)CCCNc1ccc([N+](=O)[O-])cc1[N+](=O)[O-]	-8.4%	-8.0%	2.2%	3.6%	-1.7	5.1	11.1%	-18.8%	4.6%
CCC(C)NC(=O)C1CCC(=O)N(c2cc(OC)c(OC)c(OC)c2)C1c1ccc(OC)cc1 (configuration not stated)	5.0%	-8.1%	-2.1%	0.6%	2.3	7.6	-2.5%	i	1.2%

The listing continues.
canonical_smiles	EPAC1 antagonist	PLK1 PBD block	GLP1R ag	EPAC1 ag	IL2 activator	PI5P4K alpha inh	HEK293 tox	PTHR1 ag	GLP-1R inv ag
Cc1cc(NC(=O)CN2C(=O)NC3(CCCCCC3)C2=O)ccc1Br	-12.4%	-4.3%	21.2%	-1.6%	-0.8	-3.1	-16.1%	i	10µM*
CCCCC(Br)C(=O)Nc1ccc(S(=O)(=O)Nc2cc(C)nc(C)n2)cc1 (configuration not stated)	-9.7%	-17.2%	4.4%	-6.8%	3.1	0.3	0.0%	i	21.9%
CC(C)(C)n1nnnc1C(c1ccc(F)cc1)N1CCN(Cc2ccc3c(c2)OCO3)CC1 (configuration not stated)	-5.7%	-3.8%	-1.6%	-3.1%	-2.7	-2.1	-25.3%	i	?
Cc1cccc(C)c1NC(=S)N/N=C/c1ccccc1C(=O)O	-5.4%	-28.5%	-2.1%	-9.0%	0.2	-10.9	-9.6%	-11.6%	-12.7%
Cc1cc(NC(=O)c2cnn3cccnc23)no1	16.7%	-6.0%	-0.8%	0.5%	-0.2	·	5.1%	i	23.7%
O=C(CCN1C(=O)S/C(=C\c2ccccc2)C1=O)Nc1ccc(O)cc1C(=O)O	-7.4%	-17.4%	-0.4%	-6.4%	-0.3	?	0.9%	11.5%	-17.1%
COc1ccc(C(CNC(=O)CNC(=O)c2ccccc2)N2CCCC2)cc1 (configuration not stated)	3.9%	-12.3%	-1.2%	-0.7%	-0.5	-0.6	-6.6%	i	3.3%
Cc1ccc(C)n1-n1cnc2sc3c(c2c1=O)CCC3	11.1%	-3.7%	9.7%	-2.7%	-0.6	·	7.0%	i	10.3%
CCOC(=O)c1ccc(NC(=O)COc2ccc(S(=O)(=O)NC(C)(C)C)cc2)cc1	-5.0%	-3.4%	-8.6%	-15.7%	0.3	4.7	-15.5%	?	12.1%
O=C1CCCC2=C1C(c1ccc(O)cc1)c1c(ccc3ccccc13)N2 (configuration not stated)	-5.5%	0.6%	12.5%	-8.5%	0.6	1.0	68.9%[activator]	-5.0%	-28.5%
CCN(C(=O)COC(=O)[C@H](C)N=C1NS(=O)(=O)c2ccccc21)C1CCS(=O)(=O)C1 (some centres not stated)	-11.9%	-24.6%	-15.7%	-8.1%	0.4	-1.1	-2.1%	3.0%	-2.3%
O=C(NCc1ccc(-c2csnn2)cc1)C1CC1	17.8%	0.6%	4.4%	4.7%	-0.3	-1.2	-4.7%	i	10.7%
COc1ccc(NC(=O)CSCC(=O)N2c3ccccc3CCc3ccccc32)cc1	?	-16.9%	3.6%	4.1%	-1.1	6.6	-9.4%	13.7%	?
Cc1nc(SCC(=O)N2CCCCCC2)c2c(=O)n(C)c(=O)n(CC(C)C)c2n1	-8.0%	5.0%	-0.3%	-8.0%	-0.7	8.4	15.8%	-30.2%	?
Cc1ccc(-c2nnc3cccc(Cl)n23)cc1	-8.8%	-8.4%	-10.6%	4.2%	-0.4	-5.5	-7.4%[0.307 µM]	i	6.7%[0.307 µM]
CCOC(=O)c1cnc2ccccc2c1NCCO	-16.1%	-23.0%	1.9%	-3.0%	-0.9	4.8	4.3%	i	1.4%
Cc1ccc(C(=O)OCC(=O)Nc2cc(C(C)(C)C)nn2-c2ccccc2)c(O)c1	9.1%	-1.4%	6.6%	-10.5%	-2.7	2.2	4.5%	-30.1%[inhibitor]	?
COc1ccc(CNC(=O)c2cc(-c3cccs3)on2)cc1	-12.6%	-1.4%	6.6%	1.5%	-0.6	·	3.6%	-14.2%[57.5 µM]	3.1%
COc1ccc(CNC(=O)Cc2c[nH]c3ccccc23)cc1OC	5.2%	-0.2%	5.7%	6.8%	-2.8	0.0	2.5%	-4.5%	3.5%
O=C(c1cnn2c(C(F)(F)F)cc(-c3cccs3)nc12)N1CCOCC1	-2.0%	5.2%	13.5%	-0.3%	6.7	1.6	86.6%[activator]	i	29.3%

Next part:
canonical_smiles	EPAC1 antagonist	PLK1 PBD block	GLP1R ag	EPAC1 ag	IL2 activator	PI5P4K alpha inh	HEK293 tox	PTHR1 ag	GLP-1R inv ag
Cn1c(=O)[nH]c(=O)c2c1nc1n2CCCS1	11.6%	3.4%	-5.8%	-2.5%	0.4	-4.1	2.8%	-26.7%[57.5 µM]	-4.7%
CCOC(=O)c1ccccc1NC(=O)Cc1ccccc1OC	-2.2%	-5.4%	21.6%	9.8%	-1.8	·	1.5%	-9.0%[57.5 µM]	-24.4%
CC(C)NC(=S)N/N=C/c1ccc2c(c1)OCCO2	-6.5%	?	-0.1%	-0.3%	-0.4	-0.4	?	i	?
CS(=O)(=O)N1CCN(c2ccc(NC(=S)NC(=O)c3cccs3)cc2)CC1	?	-10.2%	3.2%	10.8%	-0.3	1.6	4.7%	i	4.2%
Cc1ccc(-c2csc(NC(=O)CN3CCC(C(N)=O)CC3)n2)cc1	-14.1%	6.7%	1.1%	-4.3%	-1.3	-0.7	-5.1%	-30.5%[inhibitor]	-2.1%
CCN(CC(=O)Nc1ccc(NC(C)=O)cc1)C(=O)/C=C/c1ccc(S(=O)(=O)N2CCCCCC2)cc1	-13.1%	1.1%	-0.3%	-8.2%	0.6	2.6	-20.2%	i	-11.0%
CCN1CCCC1CN(Cc1cc2ccc(C)cc2[nH]c1=O)C(=S)Nc1ccccc1OC (configuration not stated)	-2.3%	-7.7%	-0.5%	-3.4%	-0.1	-3.1	-30.0%	i	?
C[C@@H](NC(=O)c1[nH]cnc1C(=O)Nc1ccccc1)c1ccccc1	-12.8%	-16.6%	-1.6%	-3.1%	-0.3	20.8	-1.0%	-12.2%	?
O=C(CN1CCCC1)Nc1ccccc1Cl	7.9%	1.9%	-8.3%	0.2%	0.8	·	-0.5%	i	9.5%
COc1ccc(N2CCN(CC(=O)Nc3ccc(C)cc3Br)CC2)cc1	14.9%	-13.9%	-6.6%	-4.8%	-0.3	-4.1	-7.9%	-0.3%	3.5%
